Screens as filed in PubChem.
NPC1 prom act – qHTS Assay for NPC1 Promoter Activators. Huh7 NPC1 promoter luciferase reporter, 24 h. Potency, µM (series often up to 9.22 µM), for the others: at the highest dose activation, hits mostly activators. hit rate 2.4% among 320,000;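 further: % of control where 0% means no effect; nearly all actives have a fitted effect of over 60% in size; reporter is driven by a mutant NPC1 promoter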
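Huh7 cells stably carrying NPC1 promoter–luciferase, plated in Opti-MEM with 10% FBS for 2 h, were exposed to compound in DMSO for 24 h at 37 °C; luciferase reagent was added for 10 min and luminescence read.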
p53 reactivation – qHTS assay for re-activators of p53 using a Luc reporter; hit rate 0.063% among 320,000; H1299 p53-A138V BP100-luciferase reporter, luminescence, 24 h; AID 504706, 2011; Potency, µM (titrated, usually from 92.2 µM), for inactives: at the top dose activity change, positive = activation, hits mostly activators; further: % of control where 0% means no effect; nearly all actives have a fitted effect of over 45% in size
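p53-null H1299 cells stably carrying temperature-sensitive p53-A138V and a BP100-luciferase reporter were pinned with compounds (4-point, 1:5 series) and held 24 hrs at 37 deg C. Luminescence was read 10 min after detection reagent.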
Rab9 prom act – qHTS Assay for Rab9 Promoter Activators. hit rate 2.8% among 320,000. AID 485297, 2010. Huh7 Rab9 promoter-luciferase reporter, luminescence, 24 h. Potency, µM (series often up to 9.22 µM), inactives show at the top dose activation, negative = inhibition, hits mostly activators; further: % of control where 0% means no effect; nearly all actives have a fitted effect of over 60% in size
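Luminescence read-out: Huh7 cells stably expressing Rab9-luciferase, treated 24 h with compound at 37 °C, then lysed with luciferase reagent for 10 min at ambient before reading.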
VP16 counter – VP16 counterscreen qHTS for inhibitors of ROR gamma transcriptional activity; Drosophila S2 Gal4-VP16 UAS-luciferase, luminescence, 20 h; Potency, µM (titrated, usually from 53.6 µM), for the others: top-dose activity, negative = inhibition, most hits filed as inhibitors; hit rate 3.5% among 310,000; AID 2546, 2010;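 further: Gal4-VP16 expression switched on by copper sulfate through the metallothionein promoter; on the % scale 0 is the no-effect control and ±100 the full control effect; nearly all actives have a fitted effect of over 50% in size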
uPA generation – qHTS for Inhibitors of Cell Surface uPA Generation; Potency, µM (doses to about 38.3 µM), for inactives: at the top dose activity change, negative = inhibition, usual class: inhibitors; cell surface uPA generation assay, qHTS; hit rate 0.31% among 330,000; active means well fitted inhibition curve with a large enough effect; inconclusive means small, poorly fitted or top-dose-only effect; inactive means no such curve, though single readings can be large or run the other way; tested in mouse RAW 264.7 cells; further: on the % scale 0 is the no-effect control and ±100 the full control effect; nearly all actives have a fitted effect of over 55% in size
BRCA1 expr up – qHTS Assay to Identify Small Molecule Activators of BRCA1 Expression; AID 624202, 2012; MCF7-BRCA1-FFLuc reporter, luminescence, 48 h; response scale: scaled: vehicle 0%, 10 µM genistein 100%; hit rate 1.1% among 380,000; Potency, µM (series often up to 46.1 µM), for the others: top-dose activation, usual class: activators; further: nearly all actives have a fitted effect of over 80% in size; some results filed as inactive show a strong effect at the top dose
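First, MCF7-BRCA1-FFLuc cells (2000/well) attach for 2 h; next, compounds are pin-added and incubated 48 h at 37 °C; finally, luciferase reagent is added and luminescence read after 15 min.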
MBNL1-CUG inh – qHTS Assay for Inhibitors of MBNL1-poly(CUG) RNA binding; Muscleblind-like protein 1 (Homo sapiens), Q9NR56; hit rate 0.036% among 280,000; Potency, µM (highest dose often 57.5 µM), for the others: at the highest dose activity change, negative = inhibition, most hits filed as inhibitors; TR-FRET MBNL1-His/biotin-(CUG)12 binding, 665/545 ratio; active means well fitted inhibition curve with a large enough effect in the signal ratio, with a control signal flat, not every such curve was filed as active; inconclusive means small, poorly fitted or top-dose-only effect, or effect the other way, or a change in a side signal; inactive means no such curve, though single readings can be large or run the other way; the % refers to the signal ratio; further: on the % scale 0 is the no-effect control and ±100 the full control effect
Target sequence (Q9NR56 whole entry, looked up): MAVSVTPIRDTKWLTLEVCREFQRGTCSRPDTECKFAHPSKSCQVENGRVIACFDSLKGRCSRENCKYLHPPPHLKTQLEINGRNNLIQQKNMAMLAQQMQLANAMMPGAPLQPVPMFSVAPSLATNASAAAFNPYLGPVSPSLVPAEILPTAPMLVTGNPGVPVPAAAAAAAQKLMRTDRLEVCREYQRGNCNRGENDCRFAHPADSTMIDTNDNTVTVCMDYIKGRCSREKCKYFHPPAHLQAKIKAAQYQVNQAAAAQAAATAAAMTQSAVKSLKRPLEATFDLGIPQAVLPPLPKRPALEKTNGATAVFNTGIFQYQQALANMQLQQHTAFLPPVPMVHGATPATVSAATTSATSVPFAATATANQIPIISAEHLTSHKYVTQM
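His-tagged MBNL1 binding to biotinylated (CUG)12 RNA was measured by TR-FRET using terbium anti-His antibody (0.055 ng/ul final) and streptavidin-XL665 (5 nM final). Compounds were titrated 92 nM to 58 uM; 60 min at room temperature.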
FLuc counter – qHTS profiling assay for firefly luciferase inhibitor/activator using purifed enzyme and Km concentrations of substrates (counterscreen for miR-21 project); Potency, µM (highest dose often 57.5 µM), inactives show top-dose activity change, negative = inhibition, actives largely listed as inhibitors; purified FLuc, Km substrates, luminescence inhibition; hit rate 6.9% among 360,000; Luciferin 4-monooxygenase (Photinus pyralis), P08659;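 further: plate controls were vehicle for no effect and reference inhibitor for full effect; nearly all actives have a fitted effect of over 55% in size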
Target sequence (P08659 whole entry, looked up): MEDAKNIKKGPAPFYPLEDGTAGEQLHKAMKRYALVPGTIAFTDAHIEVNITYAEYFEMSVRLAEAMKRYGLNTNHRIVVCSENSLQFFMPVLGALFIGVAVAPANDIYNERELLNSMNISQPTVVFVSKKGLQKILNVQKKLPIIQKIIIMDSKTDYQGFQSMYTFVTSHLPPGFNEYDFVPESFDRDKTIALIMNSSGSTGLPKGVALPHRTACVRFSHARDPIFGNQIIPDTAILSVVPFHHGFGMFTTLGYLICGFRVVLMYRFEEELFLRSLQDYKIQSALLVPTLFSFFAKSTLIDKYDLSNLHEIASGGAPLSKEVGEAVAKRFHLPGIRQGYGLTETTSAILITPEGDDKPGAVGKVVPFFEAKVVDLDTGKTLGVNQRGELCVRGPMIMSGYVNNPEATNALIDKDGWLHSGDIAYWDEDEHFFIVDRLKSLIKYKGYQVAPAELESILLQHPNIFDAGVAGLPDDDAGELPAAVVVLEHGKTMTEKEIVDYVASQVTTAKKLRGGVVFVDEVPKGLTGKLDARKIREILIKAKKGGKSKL
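Purified P. pyralis luciferase, 10 nM final, with Km-level 10 uM D-luciferin and 10 uM ATP in 50 mM Tris acetate pH 7.5, 10 mM Mg acetate, 0.01% Tween-20, 0.05% BSA; 6-point qHTS titration about 60 µM downward; luminescence read.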
ELG1 genotoxic – qHTS screen for small molecules that induce genotoxicity in human embryonic kidney (HEK293T) cells expressing luciferase-tagged ELG1. AID 504466, 2011. HEK293T ELG1-luciferase reporter, luminescence, 16 h. Potency, µM (highest dose often 46 µM), for the others: at the highest dose activity change, positive = activation, actives largely listed as activators. hit rate 1.3% among 330,000; further: % of control where 0% means no effect; nearly all actives have a fitted effect of over 60% in size
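After overnight (16 hr) compound treatment at 37 °C, ELG1-luciferase HEK293T cells were lysed with ONE-Glo; luminescence quantified 30 min later at room temperature.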
RORg inh – qHTS for inhibitors of ROR gamma transcriptional activity | Nuclear receptor ROR-gamma (Mus musculus), P51450 | hit rate 5.4% among 310,000 | Drosophila S2 Gal4-RORgamma UAS-luciferase reporter, 20 h | Potency, µM (doses to about 53.6 µM), for the others: at the top dose activity change, negative = inhibition, actives largely listed as inhibitors; further: on the % scale 0 is the no-effect control and ±100 the full control effect; nearly all actives have a fitted effect of over 60% in size
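Drosophila Schneider cells stably carrying a metallothionein-driven Gal4 DBD–ROR gamma fusion and a UAS-Photinus luciferase reporter were exposed to compound for 1 hr, then induced with copper sulfate (700 uM final) for 20 hr at ambient temperature before luminescence reading.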
* = called active by the depositor; ? = inconclusive; . = no result given; & = joins results of further samples. Unless noted, the call rests on the fitted dose curve; in most records, active means well fitted curve in the direction sought with a large enough effect; inconclusive means small, poorly fitted or top-dose-only effect, or another doubt; inactive means no such curve, though single readings can be large; an effect the other way counts as inactive or inconclusive. Potency means the concentration at half of the fitted maximal effect. Compounds were not picked by outcome. Share with any hit: about 13%.

Compound,BRCA1 expr up,NPC1 prom act,ELG1 genotoxic,p53 reactivation,Rab9 prom act,uPA generation,FLuc counter,VP16 counter,MBNL1-CUG inh,RORg inh
CCn1c(SCc2ccccc2)nnc1-c1ccc(S(=O)(=O)N2CCCCC2)cc1,-61%,-2%,-6%,-11%,0%,0%,3%,-44%,-3%,?
CC(=O)Nc1cc2c(=O)n(Cc3ccccc3)c(C)nc2cc1N1CCOCC1,34%,16%,?,12%,1%,1%,-1%,19%,2%,30%
O=C(CN1C(=O)NC(Cc2ccccc2)C1=O)Nc1ccc(F)cc1 (stereo not given),0%,1%,-3%,-5%,-10%,.,0%,-14%,1%,17%
CN(C)c1ccc(C(CNC(=O)c2ccc(C#N)cc2)c2c[nH]c3ccccc23)cc1 (stereo not given),-57%,-4%,-7%,-3%,-9%,7%,-10%,0%,27%,6%
CCOc1ccc(NC(=O)COC(=O)c2cccnc2)cc1,-8%,-5%,-1%,-10%,0%,0%,-1%,-8%,-4%,5%
Cc1ccc(C(O)c2nc3ccccc3n2C(C)C)cc1 (stereo not given),-21%,-2%,-1%,-1%,-3%,2%,-3%,-9%,7%,?
CCOC(=O)N1CCN(C(=S)Nc2cccc(C)c2C)CC1,-9%,1%,-4%,-3%,1%,5%,2%,3%,-10%,1%
CC1(Cc2cn(CCC#N)c3ccccc23)OCCO1,19%,16%,1%,1%,-2%,2%,1%,0%,3%,-15%
COc1cc2[nH]c(=S)n(NC(=O)c3ccccc3)c(=O)c2cc1OC,-1%,5%,-3%,0%,1%,.,-2%,-1%,6%,5%
COc1ccc(CCC(=O)NCCc2ccc(Cl)cc2)cc1,-1%,-1%,-6%,-6%,-1%,1%,3%,3%,-1%,-7%
CCn1c(=O)c(C(=O)NCCCO)c(O)c2ccccc21,-68%,0%,13%,-7%,0%,-11%,9%,-5%,2%,-22%
CCOC(=O)N1CCN(c2cc(NCCO)c([N+](=O)[O-])c3nonc23)CC1,-3%,-5%,0%,1%,-3%,-1%,-2%,-3%,?,-8%
Cc1ccc(-n2c(N)c(C(=O)N3CCN(C)CC3)sc2=S)cc1,0%,-8%,1%,12%,-5%,0%,0%,-5%,?,-6%
CC(NC(=O)c1ccc(S(C)(=O)=O)cc1)c1cccc2ccccc12 (stereo not given),2%,2%,-18%,-3%,-1%,-4%,6%,-6%,-2%,-25%
CCOC(=O)c1ccc(S(=O)(=O)NC2CCC(C)CC2)cc1 (stereo not given),0%,-6%,-1%,8%,-1%,?,.,.,.,.
COc1ccc(-c2nc(NC(=O)C3CC(=O)N(c4ccc5c(c4)OCCO5)C3)sc2C)cc1 (stereo not given),-53%&-45%,-2%,2%,10%,-8%,-15%,-12%,?,.,?
COc1ccccc1-n1c(CNC(=O)c2ccccc2)nnc1SCC(=O)Nc1nnc(C)s1,4%,0%,1%,-2%,-2%,5%,3%,5%,-5%,6%
Cc1cc(=O)n2nc(N3CCCC(C(=O)NCc4ccc5c(c4)OCO5)C3)sc2n1 (stereo not given),-1%,-2%,-1%,11%,-3%,0%,-1%,-8%,4%,41%
O=C(COC(=O)c1ccc(OC(F)F)cc1)NCCCN1CCCC1=O,27%,1%,-2%,-2%,0%,-11%,1%,3%,.,6%
O=C(CCC(=O)N1CCN(c2ccccn2)CC1)c1ccc(Cl)s1,77%,4%,3%,9%,-2%,4%,.,.,.,.

Compound,BRCA1 expr up,NPC1 prom act,ELG1 genotoxic,p53 reactivation,Rab9 prom act,uPA generation,FLuc counter,VP16 counter,MBNL1-CUG inh,RORg inh
O=C(CSc1c(Cl)cccc1Cl)N1CCC(c2nc3ccccc3s2)CC1,-59%,0%,-6%,-5%,12%,-10%,0%,-29%,-13%,43%
Cc1cc(C)cc(N(CCC(=O)Nc2nnc(C)s2)S(=O)(=O)c2ccc(Cl)cc2)c1,-73%,-7%,0%,-2%,0%,-2%,0%,1%,.,-1%
CC(C)OC(=O)c1c(NC(=O)c2cccs2)sc2c1CCCC2,1%,3%,-7%,-10%,5%,.,-1%,-5%,-6%,-44%
Cc1ccc(N(C(=O)c2csnn2)C(C(=O)NC2CCCCC2)c2cccnc2)cc1C (stereo not given),-43%,2%,-2%,0%,-2%,15%,-3%,-7%,-1%,-27%
COc1ccc(OC)c(-n2c(C)cc(/C=C3\C(=N)N4N=C(CC(=O)N5CCOCC5)SC4=NC3=O)c2C)c1,8%,4%,8%,-5%,3%,-14%,3%,-3%,14%,?
CCCCc1cc(=O)oc2c(C)c(OCC(=O)NCCN3CCOCC3)ccc12,5%,-4%,3%,-22%,-1%,-3%,-1%,-3%,-3%,3%
Cc1c(OC(C)C(=O)NCCN2CCOCC2)ccc2c3c(c(=O)oc12)CCCC3 (stereo not given),-6%,0%,3%,-2%,5%,2%,-2%,-2%,3%,-19%
Clc1cccc(Cl)c1-c1noc(-c2ccno2)n1,-1%,-3%,3%,-5%,-1%,17%,0%,-2%,-11%,15%
COc1ccc(NC(=O)C2CCN(S(=O)(=O)c3ccc4c(c3)NC(=O)CO4)CC2)cc1,-14%,-11%,1%,-4%,-3%,-5%,1%,-8%,-2%,6%
Nc1nnnn1N=C1CCCCC1,16%,-1%,4%,-2%,-5%,9%,8%,1%,-15%,1%
COC(=O)c1ccc(COc2ccc(-c3nnn(CC(=O)NC(C)(C)C)n3)cc2)cc1,-54%,-2%,?,10%,-9%,3%,1%,-28%,-10%,-25%
O=C(NC(=S)N1CCCCCC1)c1ccc(Cl)cc1Cl,11%,-3%,-6%,-1%,-1%,0%,2%,1µM*,-4%,0.35µM*
O=c1c2ccccc2nc(/C=C/c2c[nH]c3ccccc23)n1CCO,6%,?,12%,8%,?,.,11µM*,17%,?,42%
CCOC(=O)c1ccc(NC(=S)Nc2ccc3[nH]c(=O)[nH]c3c2)cc1,24%,-4%,16%,3%,-2%,6%,-6%,-22%,.,8%
COc1ccccc1NCCC(=O)OCC(=O)Nc1ccccc1F,-5%,.,0%,0%,.,2%,.,.,.,.
COc1ccc(C#Cc2c(C=O)n(C)c3ccccc23)cc1,-63%,16%,-1%,6%,1%,?,?,.,.,.
COc1ccc(-c2c[n+](CC(=O)c3cccs3)c3n2CCC3)cc1,-41%,1%,-11%,0%,-3%,5%,0%,2%,9%,-5%
O=C1CN(C(=O)COc2ccc(Cl)c(Cl)c2)c2ccccc2N1,-32%,-1%,2%,-12%,-1%,0%,8%,.,.,.
O=C(NCCc1ccccc1)C(=O)NCC1OCCN1S(=O)(=O)c1ccc(F)cc1 (stereo not given),-11%,5%,2%,.,-8%,14%,0%,-21%,-3%,7%
CCN(CC)c1ccc(C=NCCc2ccc(S(N)(=O)=O)cc2)cc1,14%,0%,5%,-4%,1%,6%,5%,-16%,13%,-12%

Compound,BRCA1 expr up,NPC1 prom act,ELG1 genotoxic,p53 reactivation,Rab9 prom act,uPA generation,FLuc counter,VP16 counter,MBNL1-CUG inh,RORg inh
O=c1c(Br)c(NCc2ccccc2)cnn1-c1ccc(F)cc1,?,24%,18%,12%,?,3%,?,-13%,-3%,44%
O=C1CCN(CCc2ccccc2)CCN1CCSc1ccccc1,?,?,?,13%,?,3%,?,?,-4%,-1%
CCc1nc2oc3ccccc3c(=O)c2c(=O)n1CCOC,12%,0%,2%,-12%,-14%,-1%,-1%,1%,1%,-6%
COc1ccc(-n2c(=S)[nH]c3cc(C(=O)NCc4cccnc4)ccc3c2=O)cc1,8%,-1%,-5%,6%,2%,-1%,3%,?,-8%,-29%
COC(=O)c1ccc(NC(=O)C2CCN(C(=O)c3cc(OC)c(OC)c(OC)c3)CC2)cc1,0%,-5%,-1%,-5%,-5%,8%,2%,-1%,-1%,-13%
Cc1[nH]c2ccccc2c1NC(=O)CN1CCN(Cc2ccc3c(c2)OCO3)CC1,.,-2%,0%,-4%,1%,.,-2%,4%,12%,2%
CCOc1ccc(N(CC(=O)NC2CCCCC2)C(=O)CCC(=O)Nc2cc(C)ccn2)cc1,-3%,1%,-14%,-3%,0%,5%,2%,4%,1%,7%
NC(=O)c1ccc(C(=O)N/N=C/c2cccc(Oc3ccccc3)c2)cc1,11%,0%,5%,5%,-4%,-1%,-3%,2%,-1%,-5%
CCOC(=O)c1cc2cc(OC)ccc2nc1C,30%,2%,5%,3%,-3%,-4%,?,-14%,9%,?
Cc1c(C(=O)N2CCN(c3ccccc3)CC2)oc2c1C(=O)CC(C)(C)C2,-18%,3%,-14%,-6%,-2%,6%,1%,19%,2%,4%
CCOC(=O)C1CCCN(S(=O)(=O)CCNC(=O)c2ccccc2)C1 (stereo not given),16%,4%,-6%,-1%,2%,2%,0%,.,.,.
